Screening results as filed in PubChem.
HT1080 IDH1KD tx: HT-1080 IDH1 knockdown cell toxicity (counter line) | Potency, µM (top dose mostly 46.1 µM), for the others: at the highest dose activity, negative = toxicity, most hits filed as cytotoxic | HT-1080 IDH1 knockdown viability, ATP luminescence, 48 h | AID 686971 | 360,000 compounds, 2% hits;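 note: potency is the fitted concentration of half-maximal effect; 0% = DMSO wells and -100% = cell-free medium wells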
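After a 2 h attachment period, IDH1KD HT-1080 cells took pin-transferred compound for 48 h at 37 °C; ATP-based luminescence after 10 min room-temperature reagent incubation reported viability.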
IL1B secr inh: blocks inflammasome-driven IL-1 beta release | activity change, % at 57.5 µM | AID 743279 | 360,000 compounds, 4.7% hits | THP-1 LPS/ATP IL-1B secretion, AlphaLISA, 16 h; active compounds read low; in the data active = activity change below about -50%; inconclusive = mostly about -30% to -49%; note: % is set by controls: 0 for no effect and ±100 for the full control effect
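Secreted IL-1B measured by AlphaLISA bead assay after 16 h compound exposure of THP-1 cells; compounds (final up to 57.5 uM) added 1 h before LPS (250 ng/mL) and ATP (1.25 mM) stimulation; lower signal means less secretion.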
HepG2 viability: counter-screen for TGF-b inhibitors: cytotoxicity in HepG2 cells; HepG2 CAGA-GFP viability, ATP luminescence, 18 h; Potency, µM (top dose mostly 46.1 µM), inactives show at the highest dose activity change, negative = cytotoxicity, hits mostly cytotoxic; 410,000 compounds, 0.76% hits; AID 588856; note: potency is the fitted concentration of half-maximal effect; some results filed as inactive show a strong effect at the top dose
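CellTiter-Glo luminescence gave cytotoxicity after 18 hours at 37 degrees C. The cells were HepG2 CAGA-GFP in 1% FBS DMEM, stimulated with 500 pg/mL TGF-beta after compound addition. %Activity was normalised to no-cell wells (complete cell-killing) and DMSO (no toxicity), and curves were fitted and classified.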
MCF10A rerep: DNA re-replication induction in MCF 10a cells; 350,000 compounds, 2.9% hits; MCF 10A DNA re-replication, Hoechst nuclear intensity, 48 h; Potency, µM (series often up to 46.1 µM), inactives show at the top dose activity, positive = re-replication, actives largely listed as activators; note: potency is the fitted concentration of half-maximal effect; % of control where 0% means no effect; nearly all actives have a fitted effect of over 50% in size
S2 tox: cell viability loss in ATXN counter-screen. S2 cells (HEK-293 line with an ATXN2-luciferase reporter) viability, CellTiter-Fluor protease fluorescence, 24 h. Potency, µM (highest dose often 56.7 µM), most hits filed as cytotoxic. 400,000 compounds, 0.49% hits; note: potency is the fitted concentration of half-maximal effect; nearly all actives have a fitted effect of over 40% in size
HT1080NT lethal: kills 2HG-producing HT-1080-NT fibrosarcoma cells; HT-1080-NT fibrosarcoma viability, CellTiter-Glo ATP luminescence, 48 h; Potency, µM (titrated, usually from 46.1 µM), without a hit: at the top dose activity, negative = less viability, hits mostly cytotoxic; 360,000 compounds, 1.6% hits; AID 686970;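 note: NT is the 2HG producing partner of a matched IDH1 knockdown line; potency is the fitted concentration of half-maximal effect; 0% = DMSO-treated cells and -100% = media-only wells without cells; nearly all actives have a fitted effect of over 55% in size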
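Read-out is CellTiter-Glo luminescence after 10 minutes at room temperature, following 48 hours' compound treatment of HT-1080-NT cells (750 cells/well, RPMI, 5% FBS, 37 degrees C).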
SW480 rereplic: induces DNA re-replication in SW480 colon adenocarcinoma cells; SW480 DNA re-replication, Hoechst DNA content imaging, 48 h; Potency, µM (doses to about 46.1 µM), inactives show at the top dose re-replication activation, usual class: activators; 340,000 compounds, 1.8% hits; AID 624297; note: potency is the fitted concentration of half-maximal effect; % of control where 0% means no effect; nearly all actives have a fitted effect of over 55% in size
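Per well, 250 cells were exposed to pinned compound for 48 hr. Nuclear DNA was visualised with Hoechst (40 min, 37 C) and total object intensity recorded by fluorescence scanning.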
KB-3-1 cytotox: kills parental KB-3-1 adenocarcinoma cells; KB-3-1 viability, CellTiter-Glo ATP luminescence, 72 h; Potency, µM (series often up to 46.1 µM), for inactives: at the highest dose activity change, negative = cytotoxic, actives largely listed as cytotoxic; 400,000 compounds, 1.4% hits; note: potency is the fitted concentration of half-maximal effect; % is set by controls: 0 for no effect and ±100 for the full control effect; nearly all actives have a fitted effect of over 60% in size
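Cytotoxicity measured as CellTiter-Glo luminescence after 72 h at 37 C. Compound titrations were pinned onto drug-naive KB-3-1 parental adenocarcinoma cells grown in DMEM with 10% FBS, and normalized data fitted to concentration-response curves.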
ATXN2 expr inh: ATXN2 expression inhibition; HEK-293 ATXN2-luciferase reporter, luminescence, 24 h; Potency, µM (series often up to 57 µM), without a hit: at the top dose activity change, negative = inhibition, most hits filed as inhibitors; 360,000 compounds, 0.72% hits; AID 1745845; note: potency is the fitted concentration of half-maximal effect; % is set by controls: 0 for no effect and ±100 for the full control effect; nearly all actives have a fitted effect of over 55% in size
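qHTS (up to 57 uM final) was run with 24 h compound exposure of reporter cells at 37 °C. Each well was multiplexed: SteadyGlo luminescence measured ATXN2-luciferase expression after a fluorogenic Gly-Phe-AFC viability readout (25 uM final).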
Numbers without * were called inactive; i = inactive; ? = inconclusive; . = not tested or not shown; [ ] = dose if it differs, or a comment. Unless noted, calls come from the whole dose curve; as a rule, active = well fitted curve in the direction sought with a large enough effect; inconclusive = small, poorly fitted or top-dose-only effect, or another doubt; inactive = no such curve, though single readings can be large; an effect the other way counts as inactive or inconclusive. Compounds were not picked by outcome; about 8.9% have a hit in one of these screens.

SMILES	HT1080 IDH1KD tx	IL1B secr inh	HepG2 viability	MCF10A rerep	S2 tox	HT1080NT lethal	SW480 rereplic	KB-3-1 cytotox	ATXN2 expr inh
CN(C)S(=O)(=O)c1ccc(N2CCCC2)c(C(=O)NC2CCC(O)CC2)c1 (stereo unspecified)	11%	-9	-7%	-3%	?	12%	-4%	26%	4%
Cc1ccc(NC(=O)NNS(=O)(=O)c2ccc(Br)cc2)cc1	0%	-1	-1%	-1%	i	-5%	-2%	0%	-1%
Brc1ccccc1OCCOc1cccc2cccnc12	-27%	-14	0%	16%	i	-16%	-3%	4%	30%[activator]
CCN(CC(=O)Nc1cccc(S(=O)(=O)N2CCCC2)c1)CC(=O)Nc1ccccc1OC	-1%	1	7%	25%	i	-4%	5%	4%	-23%
Cc1csc(=O)n1CC(=O)OCc1nnc(-c2ccccc2)o1	7%	-7	4%	-2%	i	3%	-8%	-9%	18%
O=C(COC(=O)c1ccccc1C(F)(F)F)NC(=O)NCc1ccco1	19%	12	0%	2%	?	3%	-1%	0%	8%
CCOc1cc(Br)ccc1S(=O)(=O)N1CC(C)OC(C)C1 (stereo unspecified)	-22%	9	-74%	-5%	i	?	?	0%	-17%
CCS(=O)(=O)CCSc1nc(C)cc(C)n1	-6%	-1	-17%	18%	i	-5%	1%	-26%	4%
COCCN(Cc1cc2cc3c(cc2nc1Cl)OCO3)C(=O)c1ccc(C)cc1	-12%	29	-24%	3%	i	-14%	?	?	.
O=C(Nc1cccc(NC(=O)c2ccco2)c1)c1ccc2c(c1)OCCO2	-2%	-3	-18%	-7%	i	0%	-9%	-1%	-5%
NC(=O)C1CCN(C(=O)COc2cccc3ccccc23)CC1	-13%	1	-1%	-15%	i	-19%	0%	-4%	19%
O=C(COC(=O)c1ccc(O)cc1O)NNC(=O)c1cccs1	2%	0	11%	5%	?	1%	-9%	3%	-12%
CC1CC(C)CN(C(=S)Nc2ccc(SC(F)F)cc2)C1 (stereo unspecified)	-13%	-1	-20%	?	i	-6%	-1%	-5%	-2%
CCCCc1nnc(NC(=O)CSc2nc(=O)cc(N)n2-c2cccc(C)c2)s1	1%	13	1%	10%	i	3%	-1%	1%	3%
[O-]/[N+](=C\c1ccc(OC(F)F)cc1)c1ccccc1	3%	-9	-2%	-5%	i	1%	-1%	4%	22%
O=C(CSc1nnc(CN2CCOCC2)n1-c1ccc(Cl)cc1)Nc1ccc2c(c1)OCO2	-1%	-1	-4%	1%	i	-24%	2%	1%	-10%
O=C(Cc1c(F)cccc1Cl)Nc1ccccc1-c1ccccc1	-16%	6	-7%	?	i	-22%	18%	-12%	-22%
Brc1ccc(CN2CCc3nc(Nc4ccccc4)ncc3C2)s1	.	.	-22%	.	i	.	.	-8%	10%
COCCCNC(=O)Cn1cnc2sc(C)c(S(=O)(=O)N3CCN(c4ncccn4)CC3)c2c1=O	13%	9	2%	26%	i	8%	4%	19%	3%
CCC(C)(C(=O)NC1CCCC1)N(Cc1ccco1)C(=O)Cc1cccs1 (stereo unspecified)	16%	4	-2%	1%	i	16%	9%	?	-28%
COCCCN(C(=O)c1cc2c(s1)CCC2)c1c(N)n(Cc2ccccc2)c(=O)[nH]c1=O	5%	9	-3%	2%	i	7%	4%	4%	2%
O=c1cc(C(F)(F)F)[nH]c2ccc(C(F)(F)F)cc12	?	?	-35%	?	i	?	?	?	?
COc1ccccc1N1CCN(C(=O)c2cc(-c3ccc(Br)cc3)on2)CC1	-2%	-10	1%	0%	i	0%	2%	-9%	6%
COC(=O)c1ccc(NC(=O)CCN2CCN(Cc3ccccc3)CC2)cc1	-1%	3	-11%	0%	i	-4%	-6%	-3%	-5%
O=C(COC(=O)CCc1ccccc1)Nc1ccc(F)cc1Cl	20%	11	6%	5%	i	14%	-2%	0%	-10%
COc1ccccc1CNC(=O)Nc1cccs1	7%	14	-6%	?	i	-1%	-7%	19%	19%
CC(C)=CCCC1(C)C=Cc2c(ccc3c2[nH]c2cc(O)c(C)cc23)O1 (stereo unspecified)	?	-72*	16µM*	?	?	?	3%	?	?
Cc1ccc(OCCSc2nc3ccc(NC(=O)c4cccs4)cc3s2)cc1	.	.	-7%	.	i	.	.	2%	-14%
COc1cc(OC)cc(C2=Cc3ccccc3C(CC(=O)c3ccco3)N2c2ccc(-c3cccnc3)cc2)c1 (stereo unspecified)	1%	9	.	.	i	-22%	.	-7%	4%
COCCNC(=O)C1CCCN(C(=O)c2ccc(C(F)(F)F)nc2C)CC1 (stereo unspecified)	20%	51	1%	.	i	?	.	0%	12%

Sorted by value in IL1B secr inh (falling): four from the list above.
molecule,IL1B secr inh,SW480 rereplic
COCCNC(=O)C1CCCN(C(=O)c2ccc(C(F)(F)F)nc2C)CC1 (stereo unspecified),51,.
COc1ccccc1CNC(=O)Nc1cccs1,14,-7%
O=C(COC(=O)CCc1ccccc1)Nc1ccc(F)cc1Cl,11,-2%
COc1cc(OC)cc(C2=Cc3ccccc3C(CC(=O)c3ccco3)N2c2ccc(-c3cccnc3)cc2)c1 (stereo unspecified),9,.

Shown in markdown: part of the list above
| canonical_smiles | HT1080 IDH1KD tx | IL1B secr inh | HepG2 viability | MCF10A rerep | S2 tox | HT1080NT lethal | SW480 rereplic | KB-3-1 cytotox | ATXN2 expr inh |
| --- | --- | --- | --- | --- | --- | --- | --- | --- | --- |
| COCCCN(C(=O)c1cc2c(s1)CCC2)c1c(N)n(Cc2ccccc2)c(=O)[nH]c1=O | 5% | 9 | -3% | 2% | i | 7% | 4% | 4% | 2% |
| O=c1cc(C(F)(F)F)[nH]c2ccc(C(F)(F)F)cc12 | ? | ? | -35% | ? | i | ? | ? | ? | ? |
| COc1ccccc1N1CCN(C(=O)c2cc(-c3ccc(Br)cc3)on2)CC1 | -2% | -10 | 1% | 0% | i | 0% | 2% | -9% | 6% |
| COC(=O)c1ccc(NC(=O)CCN2CCN(Cc3ccccc3)CC2)cc1 | -1% | 3 | -11% | 0% | i | -4% | -6% | -3% | -5% |
| O=C(COC(=O)CCc1ccccc1)Nc1ccc(F)cc1Cl | 20% | 11 | 6% | 5% | i | 14% | -2% | 0% | -10% |
| COc1ccccc1CNC(=O)Nc1cccs1 | 7% | 14 | -6% | ? | i | -1% | -7% | 19% | 19% |

Next structures.
SMILES	HT1080 IDH1KD tx	IL1B secr inh	HepG2 viability	MCF10A rerep	S2 tox	HT1080NT lethal	SW480 rereplic	KB-3-1 cytotox	ATXN2 expr inh
Cc1ccc(C)c(N2CCN(C(=O)c3ccccc3Br)CC2)c1	-6%	?	-39%	?	i	-4%	23%	-10%	3%
CC(C)C(=O)N[C@@H]1c2ccccc2CC[C@@H]1OCc1ccccc1	2%	-17	-2%	-42%[inhibitor]	i	-1%	1%	0%	0%
COCCN(C(=O)c1snc(C(N)=O)c1N)C(C(=O)NC1CCCCC1)c1ccc(F)cc1 (stereo unspecified)	2%	0	-10%	16µM*	i	-19%	?	2%	8%
Cc1ccc(S(=O)(=O)NC(CC(=O)O)c2ccc(F)cc2)cc1 (stereo unspecified)	4%	14	-12%	?	i	0%	-36%[inhibitor][1.84 µM]	12%	24%
CSc1ncccc1C(=O)OCC(=O)N1CCCC1	-4%	-8	-4%	-4%	i	-7%	?	-11%	9%
Nc1[nH]c(C(=O)c2ccccc2)c(-c2ccc(Br)cc2)c1C(=O)c1cccs1	8%	25	.	.	i	12%	.	3%	14%
CC1=CC(=C2C(=O)c3ccccc3C2=O)C=C(C)O1	0%	-4	-19%	9%	i	4%	10%	?	4%
O=C(CSc1ccccc1)Nc1nc2ccccc2[nH]1	?	26	-15%	?	i	12µM*	?	15µM*	26%
COc1ccc(OCC(=O)N/N=C(\C)c2ccc(OC)cc2)cc1	2%	-10	-2%	-3%	i	-2%	-6%	5%	-7%
Cc1ccc(S(=O)(=O)NCC2CCC(C(=O)N3CCOCC3)CC2)cc1 (stereo unspecified)	-7%	15	-27%	-3%	i	15%	-15%	2%	.

IL1B secr inh: entries above that show a hit.
Compound | IL1B secr inh | SW480 rereplic
CC(C)=CCCC1(C)C=Cc2c(ccc3c2[nH]c2cc(O)c(C)cc23)O1 (stereo unspecified) | -72* | 3%

Continued:
SMILES	HT1080 IDH1KD tx	IL1B secr inh	HepG2 viability	MCF10A rerep	S2 tox	HT1080NT lethal	SW480 rereplic	KB-3-1 cytotox	ATXN2 expr inh
CC(c1ccccc1)C(CC(=O)O)C(=O)Nc1ccc(Cl)c(Cl)c1 (stereo unspecified)	0%	19	-13%	-2%	i	9%	-5%	-4%	-2%
COc1ccc(NC(=O)Nc2cnccn2)c(OC)c1	8%	-23	-2%	-17%	i	5%	-6%	5.2µM*	21%
CCCc1nnc(NC(=O)CCC(=O)NCc2ccc(OC)cc2)s1	15%	35	18%	0%	i	3%	-7%	-1%	-1%
COc1cc(OC)c(Nc2cc(C)nc3nc(C)nn23)cc1Cl	-4%	-12	27%	1%	i	6%	-6%	2%	-4%

For reference, part of the list above:
SMILES	HT1080 IDH1KD tx	IL1B secr inh	HepG2 viability	MCF10A rerep	S2 tox	HT1080NT lethal	SW480 rereplic	KB-3-1 cytotox	ATXN2 expr inh
Cc1ccc(S(=O)(=O)NCC2CCC(C(=O)N3CCOCC3)CC2)cc1 (stereo unspecified)	-7%	15	-27%	-3%	i	15%	-15%	2%	.
CC(c1ccccc1)C(CC(=O)O)C(=O)Nc1ccc(Cl)c(Cl)c1 (stereo unspecified)	0%	19	-13%	-2%	i	9%	-5%	-4%	-2%
